Bioassay records from PubChem.
Large T inhibition: SV40 large T antigen inhibitors, biochemical (AID 1903); SV40 large T antigen ATPase/helicase inhibition assay; higher % means a stronger effect; inhibition, % at 20 µM, or IC50 in µM where a hit was titrated; actives 0.39% (n = 310,000); in the data active = a potency from the dose series; note: strong numbers were not always called active
Rac1 GTP hydrolysis: MgcRacGAP GTPase-activating activity inhibitors, confirmation, biochemical, ADP Hunter fluorescence | Rac GTPase-activating protein 1 (Homo sapiens) | MgcRacGAP-stimulated Rac1 GTP hydrolysis, ADP Hunter fluorescence; higher % means a stronger effect; GST-tagged Rac1 F28L mutant substrate | inhibition, % at 30 µM; hits with a dose series show IC50 in µM | actives 0.6% (n = 340,000);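 active = first-screen hits whose inhibition reached a set limit at any dose in the follow-up dose series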;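 note: fluorescence reports GDP produced by GAP-driven GTP hydrolysis; strong numbers were not always called active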
Myeloid diff 2: induction of myeloid progenitor differentiation, primary screen, cell-based, flow cytometry, MLPCN library; ER-HoxA9 myeloid progenitors, lysozyme-GFP differentiation; calls only at 10 µM; actives 1% (n = 360,000);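 active = normalized GFP-positive differentiation at or above the plate's own cutoff, the solvent-only control mean plus 3 SD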;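 note: cells exposed to compound for four days before flow analysis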
K1F lysis inhibition: inhibition of K1F phage lysis, E. coli UTI89, bacterial capsule biogenesis inhibitors, alamar blue (AID 488966). E. coli UTI89 K1F phage lysis, alamar blue, 2 h; higher % means a stronger effect. one-dose inhibition, % at 100 µM; IC50 in µM for titrated hits. actives 0.02% (n = 340,000);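 active = phage lysis inhibition, versus mean bacterial control, above a set limit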;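 note: capsule biogenesis inhibitors block K1F phage lysis so surviving cells raise fluorescence; higher fluorescence means more inhibition of phage lysis; actives were called in the ten point dose series up to 300 µM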
NTR1 ag: agonists of NTR1, primary screen, imaging, U2OS cells, beta-arrestin-GFP, high content (AID 493036); activation, % at 20 µM; Neurotensin receptor type 1 (Homo sapiens), P30989; NTR1-U2OS beta-arrestin-GFP spot imaging, agonist mode; actives 0.17% (n = 330,000);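 active = activation at or above 40% of the spot to cytoplasm intensity ratio, with at least 20 cells analyzed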;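 note: 0% = DMSO without peptide and 100% = 100 nM NTR1 peptide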
Target sequence (P30989 whole entry, looked up): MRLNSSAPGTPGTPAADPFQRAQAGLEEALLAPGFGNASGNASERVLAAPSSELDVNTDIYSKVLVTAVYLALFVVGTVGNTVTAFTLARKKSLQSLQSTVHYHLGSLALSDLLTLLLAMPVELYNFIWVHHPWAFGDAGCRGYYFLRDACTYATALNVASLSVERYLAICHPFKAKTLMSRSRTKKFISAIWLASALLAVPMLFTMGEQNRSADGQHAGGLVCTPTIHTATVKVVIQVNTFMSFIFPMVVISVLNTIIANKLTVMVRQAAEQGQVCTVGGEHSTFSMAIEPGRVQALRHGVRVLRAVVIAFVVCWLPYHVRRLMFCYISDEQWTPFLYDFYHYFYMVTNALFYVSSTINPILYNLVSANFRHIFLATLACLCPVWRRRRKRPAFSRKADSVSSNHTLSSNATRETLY
T cell HTS: modulators of CD8 T cell-vesicle binding, primary screen, mouse 2C CD8+ T cells, flow cytometry; 2C CD8+ T cell-vesicle binding; hits give low values; calls only at 7 µM; actives 0.068% (n = 330,000); AID 2052, 2009;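 active = response, share of CD8 T cells binding vesicles, and their 90th percentile fluorescence all below set limits, cut at about 80% in these data, passing the limit was not always enough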
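Incubation: binding step 1.5 h, 37 °C, antibody labelling 20 min, ice; system: murine 2C transgenic CD8+ T lymphocytes; technique: cytometric PE anti-B7-1 and Alexa647 anti-CD8 signals after 1% paraformaldehyde fixation; also added: QL9-charged Drosophila Ld/ICAM-1/B7-1 vesicles; control set: naked versus QL9-loaded vesicles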
RSV antiviral HEp-2: RSV antiviral activity via CPE protection, HEp-2 cells, primary 10 µM value included (AID 2391); HEp-2 cells, RSV-induced CPE inhibition; higher % means a stronger effect; CPE inhibition, % at 10 µM; hits with a dose series show IC50 in µM; actives 0.13% (n = 310,000); in the data active = a potency from the dose series; note: strong numbers were not always called active
Salmonella PhoP GFP: inhibitors of PhoP regulon expression, primary screen, Salmonella Typhimurium, GFP reporter (AID 1863); S. Typhimurium PhoP-regulated promoter GFP reporter, 4 h; higher % means a stronger effect; inhibition, % at 50 µM; hits with a dose series show IC50 in µM; actives 0.16% (n = 300,000);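 active = inhibition over 29.93%, a cutoff 3 SD above the screen mean, later confirmed by dose response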;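 note: 0% = low Mg2+ inducing control and 100% = high Mg2+ repressing control; strong numbers were not always called active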
TNAP activators: human TNAP enzyme activators, primary screen, biochemical, luminescent, no phosphate acceptor, uHTS (AID 1001). actives 0.03% (n = 200,000). purified TNAP, luminescent activation assay, no phosphate acceptor; higher activation fold means a stronger effect. Alkaline phosphatase, tissue-nonspecific isozyme (Homo sapiens). one-dose activation fold at 20 µM; EC50 in µM for titrated hits; in the data active = activation fold from about 3, or a potency from the dose series; inactive = the rest, 99 in 100 with activation fold below about 1.6; note: many of its hits are not listed in these tables
T cell HTS vesicle-bound %: recorded beside T cell HTS, whose call it bears; double positive events, %; measured here: CD8+ vesicle-bound cell fraction;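 binding gate set so that unloaded-vesicle control wells show 10% double positive cells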
NTR1 ag cell count 20 µM: further read-out of NTR1 ag, marked with its call; cell count; measured here: cell count, cytotoxicity flag
Myeloid diff 2 GFP+ MAC1+ %: also measured in Myeloid diff 2; calls as there; GFP+ MAC1+ double positive, %; measured here: differentiation confirmed by MAC1 staining
Numbers without * were called inactive; [ ] = dose if it differs, or a comment.

`CCOc1ccc(Nc2nc3ccccc3n3nnnc23)cc1` gave Large T inhibition 15.9%, Rac1 GTP hydrolysis 8.7%, Myeloid diff 2 inactive, K1F lysis inhibition -0.4%, NTR1 ag 11.1, T cell HTS inactive, RSV antiviral HEp-2 -0.9%, Salmonella PhoP GFP -23.5%, TNAP activators 0.9, T cell HTS vesicle-bound % 26.1, NTR1 ag cell count 20 µM 50 and Myeloid diff 2 GFP+ MAC1+ % 4.0.
For O=C(N/N=C/c1ccc(OC(=O)c2ccco2)cc1)c1ccc[n+]([O-])c1 the results were Large T inhibition 55.5µM*, Rac1 GTP hydrolysis -2.2%, Myeloid diff 2 inactive, K1F lysis inhibition 1.6%[50 µM], NTR1 ag -0.2, T cell HTS inactive, RSV antiviral HEp-2 -0.6%, T cell HTS vesicle-bound % 44.6, NTR1 ag cell count 20 µM 55 and Myeloid diff 2 GFP+ MAC1+ % 0.4.
`CCN(CCO)c1ccc(-n2c(N)c(C(=O)OC)c3nc4ccccc4nc32)cc1` gave Large T inhibition 7.1%, Rac1 GTP hydrolysis 18.8%, Myeloid diff 2 inactive, K1F lysis inhibition 0.7%, NTR1 ag 1.1, T cell HTS inactive, RSV antiviral HEp-2 1.9%, Salmonella PhoP GFP 7.1%, TNAP activators 1.1, T cell HTS vesicle-bound % 51.4, NTR1 ag cell count 20 µM 43 and Myeloid diff 2 GFP+ MAC1+ % 0.6.
`O=C(COC(=O)Cc1ccc(Cl)c(Cl)c1)NCc1ccco1` gave Large T inhibition 16.2%, Rac1 GTP hydrolysis 5.0%, Myeloid diff 2 inactive, K1F lysis inhibition 0.7%[50 µM], NTR1 ag 0.2, T cell HTS inactive, RSV antiviral HEp-2 -1.1%, Salmonella PhoP GFP 5.0%, T cell HTS vesicle-bound % 55.3, NTR1 ag cell count 20 µM 57 and Myeloid diff 2 GFP+ MAC1+ % 0.7.
`CCC(=O)Nc1nc2ccccc2n1Cc1ccccc1C` gave Large T inhibition 5.3%, Rac1 GTP hydrolysis 8.4%, Myeloid diff 2 inactive, K1F lysis inhibition -1.0%, NTR1 ag 2.4, T cell HTS inactive, RSV antiviral HEp-2 -0.3%, Salmonella PhoP GFP 0.5%, TNAP activators 1.1, T cell HTS vesicle-bound % 32.2, NTR1 ag cell count 20 µM 60 and Myeloid diff 2 GFP+ MAC1+ % 0.6.
Cc1ccc(C2CC(c3ccco3)n3ncnc3N2)cc1 (centres undefined) was read as Large T inhibition 3.6%, Rac1 GTP hydrolysis 2.9%, Myeloid diff 2 inactive, K1F lysis inhibition 4.5%, NTR1 ag -3.6, T cell HTS inactive, RSV antiviral HEp-2 0.4%, Salmonella PhoP GFP 6.9%, TNAP activators 1.1, T cell HTS vesicle-bound % 64.4, NTR1 ag cell count 20 µM 58 and Myeloid diff 2 GFP+ MAC1+ % 3.8.
For Cc1cc(SCC(=O)N/N=C/c2ccco2)nc2ccccc12 the results were Large T inhibition -0.1%, Myeloid diff 2 inactive, NTR1 ag 0.7, T cell HTS inactive, RSV antiviral HEp-2 2.2%, Salmonella PhoP GFP 0.0%, TNAP activators 1.1, T cell HTS vesicle-bound % 50.3, NTR1 ag cell count 20 µM 85 and Myeloid diff 2 GFP+ MAC1+ % 0.2.
Screening COC(=O)C1=C(CSCc2ccco2)NC(=O)NC1c1cc(C)ccc1C (centres undefined) returned Large T inhibition 17.9%, Rac1 GTP hydrolysis 8.7%, Myeloid diff 2 inactive, K1F lysis inhibition 1.1%, NTR1 ag 0.4, T cell HTS inactive, RSV antiviral HEp-2 1.1%, Salmonella PhoP GFP -1.1%, TNAP activators 1.2, T cell HTS vesicle-bound % 21.0, NTR1 ag cell count 20 µM 68 and Myeloid diff 2 GFP+ MAC1+ % 0.8.
For Cc1ccc(NC(=O)NNC(=O)c2cc3ccccc3cc2O)cc1C the results were Large T inhibition 6.7%, Rac1 GTP hydrolysis 7.2%, Myeloid diff 2 inactive, K1F lysis inhibition 0.2%, NTR1 ag 1.0, T cell HTS inactive, RSV antiviral HEp-2 2.1%, Salmonella PhoP GFP -7.0%, T cell HTS vesicle-bound % 20.0, NTR1 ag cell count 20 µM 49 and Myeloid diff 2 GFP+ MAC1+ % 0.0.
COc1ccc(C(=O)Nc2ccc(N3CCN(C(C)=O)CC3)cc2)cc1[N+](=O)[O-] was read as Large T inhibition 4.9%, NTR1 ag 2.2, T cell HTS inactive, RSV antiviral HEp-2 -1.1%, Salmonella PhoP GFP -7.8%, TNAP activators 1.1, T cell HTS vesicle-bound % 30.4 and NTR1 ag cell count 20 µM 44.
`Cc1ccc(N(CC(=O)NC(C)(C)C)C(=O)CCC(=O)Nc2nccs2)c(C)c1` gave Large T inhibition 8.9%, Rac1 GTP hydrolysis -0.8%, Myeloid diff 2 inactive, K1F lysis inhibition 0.0%, NTR1 ag 0.9, T cell HTS inactive, RSV antiviral HEp-2 -0.2%, Salmonella PhoP GFP 1.7%, T cell HTS vesicle-bound % 58.0, NTR1 ag cell count 20 µM 48 and Myeloid diff 2 GFP+ MAC1+ % 0.6.
`C=C1c2cccc(OC)c2O[C@H](C(=O)OCC)[C@@H]1CC(CC)CCCC` (some centres undefined) gave Rac1 GTP hydrolysis 5.4%, Myeloid diff 2 inactive, K1F lysis inhibition -0.2%, NTR1 ag 7.7, NTR1 ag cell count 20 µM 57 and Myeloid diff 2 GFP+ MAC1+ % 4.2.
For CCC(=O)Nc1cccc(-c2cc3ccccc3oc2=O)c1 the results were Large T inhibition -4.4%, Rac1 GTP hydrolysis 2.6%, Myeloid diff 2 inactive, K1F lysis inhibition 0.1%, NTR1 ag 0.2, T cell HTS inactive, RSV antiviral HEp-2 5.8%, Salmonella PhoP GFP 1.0%, TNAP activators 1, T cell HTS vesicle-bound % 63.9, NTR1 ag cell count 20 µM 65 and Myeloid diff 2 GFP+ MAC1+ % 0.4.
For C/C=C/c1ccc(OCCCCN2CCC(C)CC2)c(OC)c1 the results were Large T inhibition -1.6%, Rac1 GTP hydrolysis 17.4%, Myeloid diff 2 inactive, K1F lysis inhibition 0.1%, NTR1 ag 0.1, T cell HTS inactive, RSV antiviral HEp-2 -3.4%, Salmonella PhoP GFP -3.1%, TNAP activators 1.6, T cell HTS vesicle-bound % 19.6, NTR1 ag cell count 20 µM 52 and Myeloid diff 2 GFP+ MAC1+ % 0.3.
For N#Cc1ccc(-c2csc(NC(=O)c3ccc(S(=O)(=O)N4CCc5ccccc5C4)cc3)n2)cc1 the results were Large T inhibition 3.7%, Rac1 GTP hydrolysis 7.4%, Myeloid diff 2 inactive, K1F lysis inhibition 3.1%[50 µM], NTR1 ag 0.7, T cell HTS inactive, RSV antiviral HEp-2 4.1%, Salmonella PhoP GFP -5.8%, TNAP activators 1.1, T cell HTS vesicle-bound % 3.1, NTR1 ag cell count 20 µM 50 and Myeloid diff 2 GFP+ MAC1+ % 0.3.
`Clc1cccc(-c2sc(Nc3ccccc3)n[n+]2-c2ccccc2)c1Cl` gave Large T inhibition 21.0%, Rac1 GTP hydrolysis 1.2%, Myeloid diff 2 inactive, K1F lysis inhibition 0.9%, NTR1 ag 8.3, T cell HTS inactive, RSV antiviral HEp-2 4.3%, Salmonella PhoP GFP -0.5%, T cell HTS vesicle-bound % 14.3, NTR1 ag cell count 20 µM 97 and Myeloid diff 2 GFP+ MAC1+ % 0.8.
For COc1ccc(-c2n[nH]c(=S)n2-c2ccc(C)cc2)cc1 the results were Large T inhibition 24.5%, Rac1 GTP hydrolysis 17.4%, Myeloid diff 2 inactive, K1F lysis inhibition -0.1%, NTR1 ag 0.5, T cell HTS inactive, RSV antiviral HEp-2 3.8%, Salmonella PhoP GFP -4.4%, T cell HTS vesicle-bound % 4.0, NTR1 ag cell count 20 µM 54 and Myeloid diff 2 GFP+ MAC1+ % 0.3.
COc1ccc(N2CC(C(=O)NCCC3=CCCCC3)CC2=O)cc1 (centres undefined) was read as Large T inhibition 1.2%, Rac1 GTP hydrolysis 10.9%, Myeloid diff 2 inactive, K1F lysis inhibition 0.2%, NTR1 ag -0.6, T cell HTS inactive, RSV antiviral HEp-2 3.9%, Salmonella PhoP GFP 9.4%, TNAP activators 1.1, T cell HTS vesicle-bound % 9.8, NTR1 ag cell count 20 µM 95 and Myeloid diff 2 GFP+ MAC1+ % 0.6.
For CCN(C(=O)CSc1nc2ccc(OC)cc2[nH]1)C1CCS(=O)(=O)C1 (centres undefined) the results were Large T inhibition 8.6%, Rac1 GTP hydrolysis 10.8%, Myeloid diff 2 inactive, K1F lysis inhibition 1.2%[50 µM], NTR1 ag -0.2, T cell HTS inactive, RSV antiviral HEp-2 -0.2%, Salmonella PhoP GFP 7.5%, T cell HTS vesicle-bound % 55.9, NTR1 ag cell count 20 µM 62 and Myeloid diff 2 GFP+ MAC1+ % 1.2.
Screening Cc1cc(C)c(C(=O)N(C)C2CCCN(Cc3ccccc3F)C2)o1 (centres undefined) returned Large T inhibition 5.1%, Rac1 GTP hydrolysis 9.7%, Myeloid diff 2 inactive, K1F lysis inhibition 2.4%[50 µM], NTR1 ag 0.8, T cell HTS inactive, RSV antiviral HEp-2 1.2%, Salmonella PhoP GFP -4.0%, T cell HTS vesicle-bound % 72.2, NTR1 ag cell count 20 µM 54 and Myeloid diff 2 GFP+ MAC1+ % 0.5.
Screening CCN1CCN(C(=O)c2cc3cc4cc(OC)ccc4nc3s2)CC1 returned Large T inhibition 2.6%, Rac1 GTP hydrolysis 8.3%, Myeloid diff 2 inactive, K1F lysis inhibition -2.6%[50 µM], NTR1 ag -0.6, T cell HTS inactive, RSV antiviral HEp-2 -1.2%, Salmonella PhoP GFP 5.1%, TNAP activators 1.1, T cell HTS vesicle-bound % 36.5, NTR1 ag cell count 20 µM 47 and Myeloid diff 2 GFP+ MAC1+ % 0.6.
Screening O=C(/C=C/c1ccccc1Cl)c1cccnc1 returned Large T inhibition 9.8%, Rac1 GTP hydrolysis 14.2%, K1F lysis inhibition -5.2%, NTR1 ag 20.1, T cell HTS inactive, RSV antiviral HEp-2 -4.1%, Salmonella PhoP GFP 3.4%, TNAP activators 1.1, T cell HTS vesicle-bound % 38.4 and NTR1 ag cell count 20 µM 20.
